RAD54 branch: blocks human RAD54 Holliday junction branch migration. Q92698. FAM/BHQ fluorescence. inhibition, % at 10.4 µM. actives 0.14% (n = 360,000). AID 602329;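 active = mean normalized replicate activity at least 40 and at least half of replicates scoring 40 or more; inconclusive = only one of the two criteria met; inactive = mean below 40 and under half of replicates reaching 40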;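 also: 0% = median of neutral control wells and 100% = median of positive control wells; inhibitors cause a drop in the FAM fluorescence signal; in these data hits start at about 50%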
E-sel inducer: induces E-selectin expression in human endothelial cells; P16581; HUVEC E-selectin immunofluorescence imaging; normalized: neutral wells 0, TNF-alpha wells 100; activation, % at 7.58 µM; actives 0.37% (n = 260,000);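 active = mean E-selectin-positive cell signal at least 10% of the positive control, reached in at least 60% of replicates, without over 20% cell loss; inconclusive = no rule given, readout overlaps actives, possibly toxicity-flagged; inactive = the rest, including those meeting only one limit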;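 also: in these data hits start at about 27%; measured in HUVEC primary endothelial cells; signal is the percent of cells scored E-selectin positive by PE staining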
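Material: HUVEC primary endothelial cells; Amount: 3,000 cells per well; Dosing: single concentration; Medium: EGM-2 growth medium on 0.1% gelatin-coated wells; Read-out basis: percent E-selectin-positive cells; Signal: immunofluorescence imaging; Control set: TNF-alpha, DMSO.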
ARNT TACC3 PPI: ARNT/TACC3 interaction disruption; AlphaScreen His-ARNT PAS-B/GST-TACC3 binding, luminescence; TACC3 fragment carries E629A point mutation; inhibition, % at 9.99 µM; actives 0.66% (n = 390,000); AID 623870;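 active = mean inhibition of replicates at least 50% and at least half of replicates each reaching 50%; inconclusive = half or more replicates reach 50% but mean below 50%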;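 also: 0% = complete ARNT plus TACC3 wells and 100% = ARNT alone without TACC3; many hits fall short of the cut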
esBAF inh: blocks esBAF chromatin remodeling in mouse ES cells. Bmi1-luciferase knock-in reporter, 24 h; 100% = twice the neutral-well signal. reporter increase, % at 12.5 µM. actives 2% (n = 350,000). AID 602393; in the data active = activation above about 40%; inconclusive = no clear call, values can overlap the other calls;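 also: 0% = median of the plate's neutral control wells and 100% = double that signal; a rise in the Bmi1 reporter signal indicates esBAF inhibition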
ERp5 block: inhibitors of human ERp5; inhibition, % at 9.99 µM; actives 0.05% (n = 350,000); ERp5 insulin aggregation, absorbance 650 nm, 90 min; Q15084; AID 651711;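 active = mean replicate inhibition above about 25%, with every replicate also reaching it, limit read from the data, passing the limit was not always enough; inconclusive = only one of those two criteria met; inactive = neither criterion met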
Target sequence (Q15084 whole entry, looked up): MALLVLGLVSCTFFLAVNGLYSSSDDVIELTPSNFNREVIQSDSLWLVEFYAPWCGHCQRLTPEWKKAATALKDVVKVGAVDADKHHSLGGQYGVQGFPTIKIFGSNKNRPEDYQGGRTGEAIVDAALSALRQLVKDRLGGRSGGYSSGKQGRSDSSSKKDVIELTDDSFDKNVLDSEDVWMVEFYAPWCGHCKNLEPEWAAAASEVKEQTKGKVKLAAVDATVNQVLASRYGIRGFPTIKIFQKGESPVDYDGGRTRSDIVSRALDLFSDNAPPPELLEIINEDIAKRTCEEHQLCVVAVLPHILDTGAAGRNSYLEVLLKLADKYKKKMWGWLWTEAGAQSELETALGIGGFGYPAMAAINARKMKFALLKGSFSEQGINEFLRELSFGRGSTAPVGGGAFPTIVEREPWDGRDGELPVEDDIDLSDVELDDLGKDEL
Casp6 inh: caspase-6 (human) enzyme inhibition; P55212; purified caspase-6, Z-VEID-R110 cleavage fluorescence; inhibition, % at 12.5 µM; actives 0.53% (n = 350,000);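 active = mean inhibition across replicates at least about 35%, with every replicate also reaching that limit, limit read from the data; inconclusive = only one of the two criteria met; inactive = neither criterion met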;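 also: 0% = median of neutral control wells and 100% = no fluorescence left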
RAD52 inh: blocks human RAD52 DNA annealing; inhibition, % at 18.7 µM; actives 0.46% (n = 360,000); recombinant RAD52 DNA annealing, FRET fluorescence;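 active = every replicate showing at least 50% inhibition; inconclusive = mean inhibition at least 50% but not in every replicate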
Target sequence (P43351 whole entry, looked up): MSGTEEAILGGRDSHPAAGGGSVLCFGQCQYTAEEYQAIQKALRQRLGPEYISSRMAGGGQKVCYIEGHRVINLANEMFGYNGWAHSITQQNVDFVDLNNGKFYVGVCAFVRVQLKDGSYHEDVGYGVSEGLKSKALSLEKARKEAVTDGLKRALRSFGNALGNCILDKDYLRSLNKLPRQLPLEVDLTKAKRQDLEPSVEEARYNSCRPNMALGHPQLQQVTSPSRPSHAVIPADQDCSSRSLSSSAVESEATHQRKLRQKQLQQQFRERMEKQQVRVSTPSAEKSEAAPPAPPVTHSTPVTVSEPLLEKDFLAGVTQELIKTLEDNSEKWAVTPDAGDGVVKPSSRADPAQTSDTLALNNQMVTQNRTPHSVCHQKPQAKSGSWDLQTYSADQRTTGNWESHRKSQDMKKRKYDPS
PglD inh: blocks C. jejuni PglD acetyltransferase activity; AID 602405; inhibition, % at 12.5 µM; purified PglD enzyme, DTNB colorimetric CoA detection; actives 0.098% (n = 360,000); in the data active = inhibition above about 16%, passing the limit was not always enough; inconclusive = no clear call, values can overlap the other calls; also: strong numbers were not always called active
* = called active by the depositor; ? = inconclusive; . = not tested or not shown; & = joins results of further samples.

SMILES	RAD54 branch	E-sel inducer	ARNT TACC3 PPI	esBAF inh	ERp5 block	Casp6 inh	RAD52 inh	PglD inh
Cc1c(N2C(=O)CSC2c2ccccc2)c(=O)n(-c2ccccc2)n1C (centres undefined)	6	2.2	-5&2	.	-3&6	0&3	2&-19	-1
O=C(C[C@H]1CC[C@@H]2[C@H](COC[C@@H](O)CN2C(=O)c2ccncc2)O1)NCc1cccc(F)c1	6	0.0	1	-7	-4	0	-6	5
COc1ccc(/C=C(\C#N)C(=O)OCC(=O)NC(=O)NCCC(C)C)cc1	.	0.2	-3	.	4	1	-21	.
O=C(OCc1nc2scc(-c3ccccc3)c2c(=O)[nH]1)c1cccc([N+](=O)[O-])c1	5	.	-3	6	.	.	.	-3
C[C@@H]1CN([C@H](C)CO)C(=O)c2cccc(NC(=O)c3nc4ccccc4s3)c2O[C@@H]1CN(C)S(C)(=O)=O	10	.	-1	3	5	0	-4	-52
CC(C)C[C@@H](CNCC(=O)[C@H](C)NC(=O)c1[nH]cnc1C(=O)N[C@@H](C)CN)NC(=O)c1nc[nH]c1C(=O)N[C@@H](Cc1ccccc1)C(=O)O	-7	-0.1	1	-1	4	2	-8	-2
CO[C@H]1CN(C)C(=O)c2ccc(NC(=O)c3cnccn3)cc2OC[C@H](C)N(CCc2ccccc2)C[C@@H]1C	2	0.2	-1	-7	2	-2	-6	-1
COc1ccc(C2/C=C\CN(S(=O)(=O)c3cccc4cccnc34)CC(=O)N2Cc2ccc(F)cc2)cc1 (centres undefined)	4	-0.3	-5	-4	1	0	-14	-3
CC(O)[C@H]1CNCCN1CCc1cccc2ccccc12 (some centres undefined)	5	0.1	-3	0	4	-14	13	1
CC(C)CC#Cc1ccc([C@@H]2[C@H](CO)N3CCCCN(C(=O)c4ccc5c(c4)OCO5)C[C@@H]23)cc1	-6	0.1	13	.	-5	0	58*	2
COC(=O)COc1cccc2c(=O)n(CC(=O)Nc3ccc4c(c3)OCCO4)ccc12	5	0.5	26	-7	3	0	0	2
C[C@@H]1CN([C@@H](C)CO)C(=O)c2cc(-c3cccnc3)cnc2O[C@@H]1CN(C)C(=O)Nc1ccccc1	6	-0.2	6	7	13	-4	-7	7
Cc1ccnc(NC(=O)Cc2ccc(F)cc2)n1	.	.	4	-1	2	0	-1	.
CCc1ccc(C2C(C#N)=C(N)OC3=C2C(=O)CCC3)s1 (centres undefined)	-11	.	6	-2	-11	9	-21	8
O=C(Nc1ccc(O)cc1)c1ccc(NC(=O)c2cccs2)cc1	-4	.	7	33	-7	1	-16	-5
CCOc1ccc(-c2nnc3ccc(SCC(=O)Nc4nc5ccccc5s4)nn23)cc1	.	-1.7	-10	.	-3	-1	-8	.
O=C(c1ccc(Cl)c([N+](=O)[O-])c1)N1CCN(C(=O)c2ccco2)CC1	.	2.6	4	.	5	-1	5	.
FC(F)(F)c1cnc(COc2ccc(Cl)cc2Cl)c(Cl)c1	.	1.1	-16	.	-5	1	-3	.
COc1ncnc2c1ncn2CCCN1CCN(Cc2ccc(C)cc2)CC1	1	0.1	.	-7	7	-3	-12	0
CN1CCN(C(=O)C[C@H]2CC[C@@H]3[C@H](COc4ccc(NC(=O)C5CCC5)cc4C(=O)N3C)O2)CC1	.	-0.2	.	.	-4	-2	11	.

Compound profiles, from the list above:
CCc1ccc(C2C(C#N)=C(N)OC3=C2C(=O)CCC3)s1 (centres undefined) is entered as RAD54 branch = -11; E-sel inducer = .; ARNT TACC3 PPI = 6; esBAF inh = -2; ERp5 block = -11; Casp6 inh = 9; RAD52 inh = -21; PglD inh = 8
CC(C)C[C@@H](CNCC(=O)[C@H](C)NC(=O)c1[nH]cnc1C(=O)N[C@@H](C)CN)NC(=O)c1nc[nH]c1C(=O)N[C@@H](Cc1ccccc1)C(=O)O is entered as RAD54 branch = -7; E-sel inducer = -0.1; ARNT TACC3 PPI = 1; esBAF inh = -1; ERp5 block = 4; Casp6 inh = 2; RAD52 inh = -8; PglD inh = -2

Following part.
SMILES	RAD54 branch	E-sel inducer	ARNT TACC3 PPI	esBAF inh	ERp5 block	Casp6 inh	RAD52 inh	PglD inh
CCOC(=O)C1CCCN(C(=O)CN2C(=O)/C(=C/c3ccc(OC)cc3)Oc3ccccc32)C1 (centres undefined)	.	0.3	-11	.	-5	-1	0	.
Cc1nnc(NC(=O)CSC2=NN3CCCC(=O)N=C3S2)s1	.	1.2	14	.	-1	-1	-9	.
C[C@@H]1CN([C@H](C)CO)C(=O)c2c(c3ccccc3n2C)-c2ccccc2CO[C@H]1CN(C)CC1CC1	1	0.1	2	1	-6	-1	19	4
Brc1ccc2c(c1)[C@H]1OCC[C@H]1[C@@H](c1cccs1)N2	.	1.8	-2	.	5	-1	-5	.
C[C@@H]1CN([C@H](C)CO)C(=O)c2cc(C#CCN(C)C)cnc2O[C@@H]1CN(C)C(=O)c1ccc(F)cc1	2	-0.1	2	2	-5	2	-15	5
COCC(=O)N1CCC(Oc2ccc(C(=O)NC3Cc4ccccc4C3)cc2)CC1	-2	-0.1	-3	-8	-20	-3	-11	0
CCOC(=O)C1CCN(c2ncnc3nc[nH]c23)CC1	3	0.2	-4	2	-1	-2	4	3
[O-]/[N+](=C/c1ccc(F)cc1)c1ccccc1	9	.	-8	20	.	.	.	0
NC(Cc1ccc(O)cc1)c1cn([C@@H](CCC(=O)O)C(=O)N2CCNCC2)nn1 (some centres undefined)	-8	-0.1	-5	-4	2	-14	-2	-2
CCOc1ccc(NS(=O)(=O)c2ccc(C)c(C(N)=O)c2)cc1	7	3.9	-3	13	-7	0	-5	2
C[C@H]1CN([C@@H](C)CO)C(=O)c2cc(C#CC3(O)CCCC3)cnc2O[C@H]1CN(C)S(=O)(=O)c1cccc(F)c1	0	0.2	-3	-4	1	-8	10	0
COc1ccc2c3c([nH]c2c1)[C@@H](CO)N(Cc1ccccc1)CC31CN(C(=O)Nc2cccc(F)c2)C1	.	-0.3	.	.	-7	0	2	.
Cc1cccc(S(=O)(=O)N2CCCCN3[C@H](CO)[C@H](c4ccc(C#CC5CC5)cc4)[C@H]3C2)c1	-9	-0.9	29	.	5	-2	-17	-1
Cc1ccc(OCc2n[nH]c(=S)n2C2CCCCC2)cc1	7	.	-2	-3	-1	0	-2	1
c1ccc(-c2noc(CN3CCOCC3)n2)cc1	-2	4.0	-10	13	0	-2	-14	-2
CC(C)CCNC(=O)NC(=O)CSc1ccc(S(=O)(=O)N2CCOCC2)cn1	0	.	1	-4	6	0	-3	-5
Cc1ccccc1C(=O)NC1CCN(CC(=O)Nc2c(C)cccc2C)CC1	0	.	-10	-9	.	.	.	1
CCC(=O)N1[C@@H]2c3ccc(C4=CCCC4)c(=O)n3C[C@H]1[C@H](CO)[C@H]2C(=O)N[C@H](C)c1ccccc1	6	-0.2	1	-2	-3	-1	-16	2
O=S(=O)(c1ccccc1)N1CCCCN2[C@H](CO)[C@H](c3ccc(C#Cc4cccnc4)cc3)[C@@H]2C1	2	-0.1	0	-3	-1	-1	-7	2
C[C@H]1CCCCO[C@@H](CN(C)C(=O)Cc2ccccc2)[C@@H](C)CN([C@@H](C)CO)C(=O)c2cc(NC(=O)Cc3ccccc3)ccc2O1	1	0.1	2	-2	-2	1	14	-2
CCN(C(=O)CSC1=Nc2ccccc2C2CC=NN12)C1CCS(=O)(=O)C1 (centres undefined)	.	0.0	2	.	5	2	-4	.
CCCNC(=O)NC[C@@H]1[C@H](c2ccc(C3=CCCC3)cc2)[C@H](CO)N1C(C)=O	-9	0.0	-6	5	.	.	.	1
O=C(O)c1ccc([N+](=O)[O-])nc1	0	0.0	.	-6	-6	-4	-13	6
O=C(CCc1nc2ccccc2n1-c1ccccc1)NCCO	-6	-1.0	-3	-9	0	-1	-13	2
Cc1ccc(S(=O)(=O)Nc2ncnc3sccc23)cc1C	0	0.0	-4	-9	-9	6	-13	-7
CCC(CC)C(=O)Nc1ccc(-c2cn3cccnc3n2)cc1	5	?	2	19	1	4	-6	-1
Clc1ccc(N(CC2CO2)CC2CO2)cc1 (centres undefined)	.	-2.9	-4	.	-4	0	2	.
CCCCC(=O)Nc1ncc(Br)s1	.	.	16	2	-2	1	-18	.
CCOc1ccc(C(=O)CCC(=O)NC(CC(C)C)C(=O)OC)cc1 (centres undefined)	-4	0.0	1	8	1	5	-5	-7
Cc1[nH]nc2c1C(c1ccc(F)cc1)C(C#N)=C(N)O2 (centres undefined)	2	.	4	-11	.	.	.	-3
CC(C)NC(=O)Nc1ccc2c(c1)C(=O)N([C@H](C)CO)C[C@H](C)[C@@H](CN(C)C(=O)Nc1ccccc1)OCCCC[C@@H](C)O2	6	.	-7	.	5	-1	-5	-5
CS(=O)(=O)NCCNc1ncc(C(F)(F)F)cc1Cl	.	.	-3	-5	-1	-1	-4	.
COC(=O)C1=C(C)N(Cc2ccccc2C(F)(F)F)C(=NCc2ccc(OC)cc2)NC1c1cccc(F)c1 (centres undefined)	.	0.3	.	.	7	-1	-20	.
CCC(C)NC(=O)c1ccc(CSCc2ccccc2Cl)o1 (centres undefined)	-2	.	0	16	0	4	-10	7
CCOC(=O)c1c(NC(=O)CN2C(=O)NC3(CCC(C)CC3)C2=O)sc(C)c1CC (centres undefined)	-3	0.2	0	-7	-2	1	-15	4
COc1ccc(S(=O)(=O)N(C)c2ccc(C(=O)NCC3CCCO3)cc2)cc1 (centres undefined)	-7	.	-1	10	.	.	.	2
CN1c2ccc(-c3ccc(F)cc3)cc2[C@@H]2[C@@H](CCN2S(=O)(=O)c2cccc(F)c2)[C@@H]1CO	6	-0.6	1	-2	4	0	-6	1
COc1ccc(N2C(=NC(=O)C3CCCO3)SC3CS(=O)(=O)CC32)cc1 (centres undefined)	11	.	-5	-3	-2	-2	1	8
CCn1c(=NC(=O)c2ccco2)sc2cccc(F)c21	5	0.3	3	70*	-3	-1	-87	-7
Cc1ccc(S(=O)(=O)N(C)C[C@H]2OCCCC[C@H](C)Oc3ccc(NC(=O)c4ccncc4)cc3C(=O)N([C@@H](C)CO)C[C@@H]2C)cc1	-5	-0.1	15	-4	1	0	8	4
Cc1ccc(C(=O)Cn2c3[n+](c4ccccc42)CC(O)CS3)cc1 (centres undefined)	5	-1.7	-1	-2	2	2	-2	0
COc1ccc2c(c1)OC[C@H]1[C@H]2N2C(=O)CN(CCc3c[nH]c4ccccc34)C(=O)[C@@]2(C)[C@H]1c1ccccc1	1	0.3	-2	6	6	-1	-8	5
COc1ccccc1CNC(=O)c1cc(-c2ccccc2)nn1CC1CC(c2cccc([N+](=O)[O-])c2)=NO1 (centres undefined)	3	0.1	-13	.	2	0	-9	-4
CNC1(c2nnnn2-c2ccccc2C)CCOC(C)(C)C1 (centres undefined)	7	-0.4	-7	.	0	1	-8	4
O=C(O)c1ccccc1/C=N/Nc1ccc(S(=O)(=O)Nc2ccc(Cl)cc2)cc1[N+](=O)[O-]	.	-1.5	.	.	-1	22	-5	.
Nc1c(C(O)(C(F)(F)F)C(F)(F)F)ccc2ccccc12	-1	.	27	-9	4	2	-9	7
CCC(CC)c1nnc(NC(=O)Cc2cccs2)s1	.	.	0	4	0	2	-22	.
O=C(O)CNC(=O)c1ccccc1F	-2	.	-7	9	.	.	.	-2
CCC(C)C(=O)Nc1nc2ccc(S(C)(=O)=O)cc2s1 (centres undefined)	.	.	1	.	-9	3	-20	.
CC(C)C[C@@H](COCc1ccc([N+](=O)[O-])cc1)N1CCN(C(=O)c2ccc(C(F)(F)F)cc2)CCC1=O	.	2.7	.	.	-4	3	-11	.
C[C@@H]1CN([C@H](C)CO)C(=O)c2cc(-c3cccnc3)cnc2O[C@@H]1CN(C)Cc1ccc(-c2ccccc2)cc1	10	0.7	1	-2	5	0	5	7

Screening data deposited in PubChem by Broad Institute.
